WRN inhibitor = qHTS for Inhibitors of WRN Helicase; Bifunctional 3'-5' exonuclease/ATP-dependent helicase WRN (Homo sapiens), Q14191; WRN helicase unwinding, fluorescent forked duplex, kinetic; Potency, µM (doses to about 114 µM), inactives show top-dose activity change, negative = inhibition, hits mostly inhibitors; 360,000 tested, 0.46% active; AID 651768, 2012; also: potency is read from the fitted curve at half-maximal effect; % is scaled to controls: 0 for no effect and ±100 for the full control effect; nearly all actives have a fitted effect of over 55% in size
Target sequence (Q14191 whole entry, looked up): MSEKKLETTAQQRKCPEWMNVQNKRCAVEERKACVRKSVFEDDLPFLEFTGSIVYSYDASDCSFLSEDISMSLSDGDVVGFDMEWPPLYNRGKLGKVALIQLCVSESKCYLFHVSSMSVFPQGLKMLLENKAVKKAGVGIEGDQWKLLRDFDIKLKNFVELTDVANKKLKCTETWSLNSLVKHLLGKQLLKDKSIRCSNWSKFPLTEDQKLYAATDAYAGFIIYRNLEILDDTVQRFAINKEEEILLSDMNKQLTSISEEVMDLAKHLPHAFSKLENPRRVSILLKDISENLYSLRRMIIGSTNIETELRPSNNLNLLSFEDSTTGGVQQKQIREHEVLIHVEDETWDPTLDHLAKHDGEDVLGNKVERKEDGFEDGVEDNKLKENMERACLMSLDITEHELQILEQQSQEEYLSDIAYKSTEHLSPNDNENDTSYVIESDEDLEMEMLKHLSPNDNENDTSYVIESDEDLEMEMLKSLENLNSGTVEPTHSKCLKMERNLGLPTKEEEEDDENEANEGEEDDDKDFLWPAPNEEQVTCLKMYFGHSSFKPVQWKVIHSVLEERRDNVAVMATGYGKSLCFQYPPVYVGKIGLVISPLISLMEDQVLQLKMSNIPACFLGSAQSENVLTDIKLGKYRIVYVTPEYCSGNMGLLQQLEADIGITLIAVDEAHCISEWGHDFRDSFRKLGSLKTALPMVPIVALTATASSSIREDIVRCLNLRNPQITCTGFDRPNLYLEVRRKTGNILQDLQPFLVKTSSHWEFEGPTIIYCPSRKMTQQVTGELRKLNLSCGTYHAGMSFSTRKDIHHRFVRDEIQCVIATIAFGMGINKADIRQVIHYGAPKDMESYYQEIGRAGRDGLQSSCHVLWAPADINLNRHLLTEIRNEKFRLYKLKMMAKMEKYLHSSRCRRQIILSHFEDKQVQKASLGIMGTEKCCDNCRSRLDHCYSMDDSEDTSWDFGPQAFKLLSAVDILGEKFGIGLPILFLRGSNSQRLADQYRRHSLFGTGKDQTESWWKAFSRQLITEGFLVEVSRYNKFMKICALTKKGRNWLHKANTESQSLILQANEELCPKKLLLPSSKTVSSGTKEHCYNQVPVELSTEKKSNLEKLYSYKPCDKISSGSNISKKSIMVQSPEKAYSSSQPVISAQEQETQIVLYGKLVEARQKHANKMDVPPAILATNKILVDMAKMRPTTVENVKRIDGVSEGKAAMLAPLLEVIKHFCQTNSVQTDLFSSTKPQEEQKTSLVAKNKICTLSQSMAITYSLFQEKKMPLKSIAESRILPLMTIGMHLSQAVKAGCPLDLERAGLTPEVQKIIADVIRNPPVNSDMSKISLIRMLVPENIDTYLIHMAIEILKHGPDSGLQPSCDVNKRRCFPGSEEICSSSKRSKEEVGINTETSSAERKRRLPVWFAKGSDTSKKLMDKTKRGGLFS
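Screening of the MLSMR collection measured strand separation of a quenched forked DNA duplex (100 nM) by 20 nM WRN with 2 mM ATP, all final. Compounds were preincubated with enzyme 15 min at room temperature.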
IL-1B inflam inh = qHTS for Inhibitors of Inflammasome Signaling: IL-1-beta AlphaLISA Primary Screen | THP-1 LPS/ATP IL-1B secretion, AlphaLISA, 16 h; active compounds read low | activity change, % at 57.5 µM | 360,000 tested, 4.7% active | AID 743279, 2014; in the data active = activity change below about -50%; inconclusive = mostly about -30% to -49%; also: % is scaled to controls: 0 for no effect and ±100 for the full control effect
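THP-1 cells pretreated 1 hr with compounds (up to 57.5 uM final), then stimulated with LPS (250 ng/mL final) plus ATP (1.25 mM final); secreted IL-1B measured by AlphaLISA after 16 hr, decreased signal indicating inhibition.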
ATXN2 expr inh = Primary qHTS for Inhibitors of ATXN expression; HEK-293 ATXN2-luciferase reporter, luminescence, 24 h; Potency, µM (series often up to 57 µM), for inactives: top-dose activity change, negative = inhibition, hits mostly inhibitors; 360,000 tested, 0.72% active; AID 1745845, 2022; also: potency is read from the fitted curve at half-maximal effect; % is scaled to controls: 0 for no effect and ±100 for the full control effect; nearly all actives have a fitted effect of over 55% in size
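ATXN2-luciferase reporter cells (luciferase flanked by upstream and downstream ATXN2 gene portions) were treated 24 h at 37 °C with compounds at up to 57 uM. SteadyGlo luminescence gave expression; GF-AFC fluorescence gave viability.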
HT1080NT lethal = qHTS for induction of synthetic lethality in tumor cells producing 2HG: qHTS for the HT-1080-NT fibrosarcoma cell line; HT-1080-NT fibrosarcoma viability, CellTiter-Glo ATP luminescence, 48 h; Potency, µM (top dose mostly 46.1 µM), for the others: top-dose activity, negative = less viability, most hits filed as cytotoxic; 360,000 tested, 1.6% active; AID 686970, 2013;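 also: NT is the 2HG producing partner of a matched IDH1 knockdown line; potency is read from the fitted curve at half-maximal effect; 0% = DMSO-treated cells and -100% = media-only wells without cells; nearly all actives have a fitted effect of over 55% in size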
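Viability by CellTiter-Glo luminescence after 48 h compound exposure at 37C of HT-1080-NT cells (750/well, RPMI, 5% FBS). % activity scaled between DMSO wells and medium-only wells, then curve-fitted and categorized by curve class.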
SW480 rerep = A quantitative high throughput screen for small molecules that induce DNA re-replication in SW480 colon adenocarcinoma cells; SW480 DNA re-replication, Hoechst DNA content imaging, 48 h; Potency, µM (series often up to 46.1 µM), inactives show at the highest dose re-replication activation, usual class: activators; 340,000 tested, 1.8% active; also: potency is read from the fitted curve at half-maximal effect; % of control where 0% means no effect; nearly all actives have a fitted effect of over 55% in size
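SW480 cells exposed to compounds for 48 hr at 37 C, 5% CO2, then Hoechst-stained 40 min. Nuclear DNA content imaged by fluorescence scanning (405 nm excitation, 500-530 nm emission); re-replication scored as increased high-intensity nuclei.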
KB-V1 MDR tox = qHTS assay for MDR1-selective chemotherapeutics: Primary screen using the drug-selected MDR subline cells KB-V1; KB-V1 MDR cells viability, CellTiter-Glo, 72 h; Potency, µM (titrated, usually from 46.1 µM), inactives show top-dose activity change, negative = cytotoxicity, hits mostly cytotoxic; 400,000 tested, 3.4% active; also: potency is read from the fitted curve at half-maximal effect; % is scaled to controls: 0 for no effect and ±100 for the full control effect; nearly all actives have a fitted effect of over 60% in size
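Cells of the MDR subline KB-V1 are plated, dosed with compound at multiple concentrations, and incubated 72 h at 37 degrees C; CellTiter-Glo is then added and luminescence read after 10 min.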
HT1080 IDH1KD tx = qHTS for induction of synthetic lethality in tumor cells producing 2HG: qHTS for the HT-1080-IDH1KD cell line; Potency, µM (highest dose often 46.1 µM), without a hit: at the highest dose activity, negative = toxicity, actives largely listed as cytotoxic; 360,000 tested, 2% active; AID 686971, 2013; HT-1080 IDH1 knockdown viability, ATP luminescence, 48 h;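 also: potency is read from the fitted curve at half-maximal effect; 0% = DMSO wells and -100% = cell-free medium wells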
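IDH1KD HT-1080 cells, 750/well, RPMI + 5% FBS; compound pinned after 2 h settling; 48 h, 37 °C; CellTiter-Glo luminescence; % activity normalised to DMSO and no-cell wells; curves fitted, classed by r2 and efficacy.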
KB-3-1 cytotox = qHTS assay for MDR1-selective chemotherapeutics: Primary screen using the parental adenocarcinoma cell KB-3-1; KB-3-1 viability, CellTiter-Glo ATP luminescence, 72 h; Potency, µM (titrated, usually from 46.1 µM), inactives show at the highest dose activity change, negative = cytotoxic, most hits filed as cytotoxic; 400,000 tested, 1.4% active; AID 1347075, 2019; also: potency is read from the fitted curve at half-maximal effect; % is scaled to controls: 0 for no effect and ±100 for the full control effect; nearly all actives have a fitted effect of over 60% in size
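Parental KB-3-1 adenocarcinoma cells in phenol-red-free DMEM with 10% FBS were pin-treated with compounds at several concentrations, incubated 72 h at 37 °C, and viability read by CellTiter-Glo luminescence; concentration-effect curves were fitted after normalization.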
MCF10A rerep = A quantitative high throughput screen for small molecules that induce DNA re-replication in MCF 10a normal breast cells. 350,000 tested, 2.9% active. MCF 10A DNA re-replication, Hoechst nuclear intensity, 48 h. Potency, µM (doses to about 46.1 µM), for the others: at the highest dose activity, positive = re-replication, most hits filed as activators; also: potency is read from the fitted curve at half-maximal effect; % of control where 0% means no effect; nearly all actives have a fitted effect of over 50% in size
Numbers without * were called inactive; ? = inconclusive; · = no result given; & = joins results of further samples; [ ] = dose if it differs, or a comment. Unless noted, calls follow the shape of the dose curve; as a rule, active = well fitted curve in the direction sought with a large enough effect; inconclusive = small, poorly fitted or top-dose-only effect, or another doubt; inactive = no such curve, though single readings can be large; an effect the other way counts as inactive or inconclusive.

molecule	MCF10A rerep	HT1080NT lethal	KB-3-1 cytotox	WRN inhibitor	SW480 rerep	IL-1B inflam inh	KB-V1 MDR tox	ATXN2 expr inh	HT1080 IDH1KD tx
Cc1ccc(S(=O)(=O)NN=C2CCN(Cc3ccccc3)CC2)cc1	0%	26%	7%	7%	-8%	20	-8%	6%	23%
COCCNS(=O)(=O)c1ccc(C)c(C)c1C	-5%	5%	0%	13%	-6%	0	-10%	-23%	3%
CC(=O)Nc1c(Cl)cc(Cl)c2c1Cc1cc(Cl)ccc1-2	4%	-4%	-3%	3%	16%	34	-10%	-7%	6%
CCCc1cc(C(F)(F)F)c(C#N)c(=O)[nH]1	3%	8%	2%	-11%	-5%	7	0%	1%	9%
CCCCNC(=O)c1ccc2nc(-c3ccco3)c(-c3ccco3)nc2c1	-9%	-11%	19%	79µM*	-3%	-7	?	-6%	-1%
O=C(CNC(=O)c1ccccc1Br)N/N=C/c1cccnc1	9%	17%	15%	-9%	6%	8	3%	11%	11%
Cc1ccc(/C=N/NC(=O)COc2ccc(Cl)c(C)c2)o1	-4%	4%	3%	-20%	-8%	6	7%	-18%	-14%
COc1ccc(-n2c(SCC(=O)N3CCOCC3)nnc2C(C)N2CCCCC2)cc1 (stereo unspecified)	1%	5%	?	1%	-21%	15	16%	-4%	0%
Cc1nc(-c2ccc(Cl)cc2)sc1C(=O)CBr	?	2%	-4%	-17%	13%	0	-2%	9%	-1%
CCOC(=O)/C=C/[C@H]1CC(c2ccccc2)(c2ccccc2)CO1	?	0%	-8%	-6%	-3%	4	5%	-19%	0%
Cc1cccc(NC(=O)COC(=O)COc2ccc3c(c2)CCC3)c1	0%	-2%	14%	-17%	-1%	5	?	5%	3%
COc1ccc(-c2csc(NC(=O)COC(=O)c3ccco3)n2)cc1	4%	-9%	-3%	-6%	-2%	-11	-4%	9%	5%
Cc1cc(C)nc(NC(=O)c2c(-c3ccccc3Cl)noc2C)n1	5%	9%	1%	-1%	-13%	35	3%	0%	16%
COCCNc1ncnc2c1cnn2Cc1ccccc1Cl	?	-6%	?	0%	?	2	?	·	0%
NC(N)=NNC(=O)c1ccccc1Cl	-1%	6%	13%	-12%	0%	1	0%	?	5%
CCOC(=O)CN(C)Cc1cn[nH]c1-c1ccc2cc(OC)ccc2c1	-1%	-15%	4%	-2%	1%	-64*	-5%	-11%	-16%
O=C(NC1CCCC1)C1c2ccccc2OCC(=O)N1Cc1ccccn1 (stereo unspecified)	·	23%	13%	-3%	·	26	19%	14%	9%
COc1ccc(NC(=O)Cn2cnc3sc(C)c(S(=O)(=O)N4CCN(C)CC4)c3c2=O)cc1OC	5%	7%	14%&8%	?	-5%	-5	?	-26%[11.3 µM]	25%
CCNC(=S)N(CCc1ccccc1C)Cc1cc2cc(OC)c(OC)cc2[nH]c1=O	-6%	1%	-3%	-23%[57.1 µM]	-6%	-2	1%	-17%	3%
CCOc1ccccc1C(=O)NC(C)CCc1ccccc1 (stereo unspecified)	29%	13%	-8%	-4%	19%	13	?	·	8%
Cc1cccnc1NC(=O)c1ccc(C(=O)c2ccccc2)cc1	2%	-3%	11%	3%	-1%	11	-13%	16%	-2%
CC[C@]12c3[nH]c4cc(-c5ccco5)ccc4c3CCN1C(=O)[C@@H](CC(=O)NCc1cccc(C(F)(F)F)c1)C[C@@H]2C(=O)N1CCN(C(=O)C2CC2)CC1	2%	-26%	?	2%	-3%[9.22 µM]	0	-1%	?	?
CCc1csc(CNC(=O)C2CCC(=O)N(Cc3cccc(F)c3)C2)n1 (stereo unspecified)	-1%	12%	0%	3%	-3%	13	0%	11%	20%
Cc1c(C(=O)NCc2ccccc2CN2CCCC2)oc2c(F)cccc12	?	?	0%	9%	?	-9	-28%	-23%	?
COc1cccc(N2CC(C(=O)NCc3n[nH]c(=O)c4ccccc34)CC2=O)c1 (stereo unspecified)	0%	-14%	-3%	3%	-6%	12	16%	6%	-1%
O=C(CSc1nc2ccccc2s1)N1CCN(C(=O)c2ccco2)CC1	-7%	-16%	1%	-13%	-3%	-3	-5%	-8%	-5%
CN(C)C(=O)C12CCC(C)(C(=O)C1Br)C2(C)C (stereo unspecified)	9%	-3%	3%	-8%	9%	-22	-13%	0%	0%
COC(=O)C1=C(C)N(CCCC(=O)O)C(=O)NC1c1cc2c(cc1[N+](=O)[O-])OCO2 (stereo unspecified)	17%	3%	6%	-11%	-19%	-1	54%	6%	-1%
COc1ccc2c(Cl)cc(NC(=O)Nc3c(C)cccc3C)nc2c1	·	2%	-29%	-1%	·	11	-15%	·	3%
Cc1ccc(Cc2nnc(SCC(=O)Nc3ccc(C)cc3C)[nH]c2=O)cc1	-7%	3%	9%	-20%	0%	15	0%	-11%	5%
CC1(C)CC(=O)c2sc(NC(=O)CCS(=O)(=O)c3ccccc3)nc2C1	23µM*	-21%	21µM*	1%	-2%	-82*	-2%	?	-29%
S=c1[nH]nc(COc2ccccc2)n1/N=C/c1ccccc1Br	3%	-14%	11%	-12%	-7%	17	4%	-6%	-16%
C[C@H](O)[C@@H]1C(=O)N2CCc3c([nH]c4ccccc34)[C@@H]2C[C@@H]1N(C)C(=O)Nc1ccccc1	·	-10%	-15%	-3%	·	-10	-2%	20%	-23%
COC(=O)c1oc2ccc(Br)cc2c1NC(=O)CCCN1C(=O)c2ccccc2C1=O	-2%	9%	0%	-9%	-6%	-8	-1%	7%	9%
Cc1ccc(S(=O)(=O)N2CCOCC2)cc1NC(=O)CSc1nnc(COc2ccccc2F)n1N	3%	7%	-10%	5%	0%	-1	-1%	5%	18%
COc1ccc(CCNC(=O)Cn2cnc3c(nnn3Cc3ccc(C)cc3)c2=O)cc1OC	0%	-13%	1%	-5%[57.1 µM]	1%	0	0%	-7%	2%[9.24 µM]
O=C(NCC1CCN(Cc2ccccc2Cl)CC1)Nc1cccc(Cl)c1	12%	-26%	-14%	-21%	?	-75*	-4%	-25%	?
Cn1nc(-c2ccc(N3CCCCC3)c(NC(=O)c3ccco3)c2)c2ccccc2c1=O	?	12%	8.2µM*	-3%	-3%	32	?	?	14%
CC1CCCCN1C(=O)CSc1nc2ccccc2n1CC(=O)N1CCc2ccccc21 (stereo unspecified)	-3%	-17%	1%	-10%	-2%	-10	-16%	3%	?
Cc1c(NC(=O)COC(=O)c2cccn2C)c(=O)n(-c2ccccc2)n1C	0%	7%	14%	-2%	1%	6	18%	1%	-1%
O=Cc1ccc(-c2nc3ccccc3s2)o1	3%	-6%	-15%	-16%	5%	0	0%	1%	-6%
CC(=O)N1CCN(c2nnnn2-c2ccccc2)CC1	-1%	22%	18%	4%	-1%	21	11%	1%	20%
C=CCN(CC=C)Cc1cc(=O)oc2cc(C)ccc12	·	22%	0%	-1%	·	7	18%	4%	14%
Cc1ccc(-c2nn(-c3ccccc3)cc2/C=N/NS(=O)(=O)c2ccccc2)cc1	22%	?	3%	-13%	8%	-21	?	60%[activator]	?
COc1cccc(C(C(=O)NC2CCCC2)N(Cc2ccccc2OC)C(=O)c2ccco2)c1 (stereo unspecified)	5%	-7%	-1%	11%	2%	-9	0%	-13%	0%
CC1CC(C)CN(C(=S)SCc2nc(N)nc(Nc3ccccc3)n2)C1 (stereo unspecified)	?	?	?	-14%	-33%[inhibitor]	-16	?	0%	33µM*
Cc1c(NS(=O)(=O)c2cccc(C(=O)NC(C)c3ccccc3)c2)c(=O)n(-c2ccccc2)n1C (stereo unspecified)	1%	6%	8%	0%	-4%	31	11%	7%	23%
Cc1ncc(CO)c(CNc2ccc(-c3nc4ccccc4[nH]3)cc2)c1O	14%	-13%	0%	-5%	-10%	0	0%	2%	-15%
COc1ccc(-c2noc(CN(C)S(=O)(=O)c3ccc(C)cc3)n2)cc1	28%	-19%	-26%	-3%	4%	51	?	-12%	-11%
CCOCCn1c(CN2CCN(C(c3ccccc3)c3ccccc3)CC2)nc2c1c(=O)n(C)c(=O)n2C	?	11%	-1%	2%[57.1 µM]	-11%	15	-7%	4%	3%
COc1ccc2cc(C(c3nnnn3CC3CCCO3)N3CCOCC3)c(=O)[nH]c2c1 (stereo unspecified)	3%	-2%	-3%	5%	0%	4	2%	7%	2%
COc1cc(C(=O)N2CCCc3ccccc32)c([N+](=O)[O-])cc1OC	16µM*	0%	-10%	5%	-3%	0	-13%	-7%	-15%
C=CCOC(=O)Nc1nc(CCNC(=O)OCc2ccccc2)c(C(=O)OC)s1	·	5%	22%	7%	·	-17	?	·	9%
CC12CCC(C(=O)N(Cc3ccccc3)Cc3ccccc3)(OC1=O)C2(C)C (stereo unspecified)	26%	-7%	-22%	-31%	4%	-2	?	-1%	-14%

High-throughput results: PubChem BioAssay, National Center for Advancing Translational Sciences (NCATS)
